# CCR6 antag: blocks CCL20-driven beta-arrestin recruitment at human CCR6; inhibition, % at 20 µM; AID 493098; actives 0.49% (n = 340,000); CHO-K1 CCR6 PathHunter beta-arrestin, luminescence, CCL20-stimulated;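 active = compounds whose inhibition of the agonist-driven luminescence signal at 20 µM reaches about 50%, limit read from the data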;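 note: cells stimulated with CCL20 at 14 nM final; plate controls were DMSO with CCL20 for no effect and DMSO without agonist for full effect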
# Gli-Sufu block: blocks Gli-Sufu signaling in a luciferase reporter | AID 588413 | Sufu-KO-LIGHT fibroblasts, Gli luciferase reporter luminescence | actives 0.74% (n = 340,000) | inhibition, % at 5 µM;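 active = inhibition above about 55%, limit read from the data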;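 note: 0% = DMSO-treated cells and 100% = wells with medium but no cells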
# UBC13 polyUb: human UBC13 polyubiquitination inhibition | P61088 | UBC13 polyubiquitin chain formation, TR-FRET | inhibition, % at 20 µM | actives 0.47% (n = 330,000) | AID 485273; in the data active = inhibition above about 45%, passing the limit was not always enough
# Target sequence (P61088 whole entry, looked up): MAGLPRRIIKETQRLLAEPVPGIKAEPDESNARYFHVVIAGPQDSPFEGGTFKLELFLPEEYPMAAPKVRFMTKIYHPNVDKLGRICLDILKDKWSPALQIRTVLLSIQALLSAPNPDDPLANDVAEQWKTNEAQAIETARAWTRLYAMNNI
# Apaf1 inhib: blocks human Apaf-1 apoptosome activity | reconstituted apoptosome caspase-3 activity, DEVD-Rh110 fluorescence | inhibition, % at 20 µM | actives 0.71% (n = 330,000); active = inhibition of at least 40% at 20 µM;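 note: plate controls were DMSO wells for no effect and DEVD-CHO caspase inhibitor wells for full effect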
#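 Assay system: Apoptosome proteins | Medium: pH 7.5 Hepes buffer with CHAPS, BSA, DTT | Also added: Cytochrome c and DEVD-Rh110 substrate | Times: 30 min plus 50 min, RT | Detection: Rhodamine 110 fluorescence at Ex 480/Em 540 nm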
# SENP8 inh: blocks the human protease SENP8. purified SENP8, Z-RLRGG-aminoluciferin cleavage, luminescence. inhibition, % at 10 µM. actives 1.2% (n = 330,000). AID 2540
# Target sequence (Q96LD8 whole entry, looked up): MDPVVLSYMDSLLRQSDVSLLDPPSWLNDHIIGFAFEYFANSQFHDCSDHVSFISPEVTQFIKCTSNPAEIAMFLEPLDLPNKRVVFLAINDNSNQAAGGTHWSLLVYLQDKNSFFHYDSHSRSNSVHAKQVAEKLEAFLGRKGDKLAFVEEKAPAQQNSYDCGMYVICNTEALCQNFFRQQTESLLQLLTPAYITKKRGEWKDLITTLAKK
# 697 NFkB inh: inhibitors of the PMA/ionomycin-induced NF-kB reporter in 697 B cells; 697 B-cell NF-kB luciferase reporter, 16 h; inhibition, % at 4 µM; actives 0.33% (n = 330,000); in the data active = inhibition above about 35%
# EBI2 block: antagonists of human EBI2 receptor; EBI2 beta-arrestin recruitment, luminescence, 7a,25-OHC stimulated; inhibition, % at 5 µM; actives 0.81% (n = 360,000); AID 651636; in the data active = inhibition above about 38%;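 note: enzyme fragment complementation signal reports receptor beta-arrestin coupling in cells; 0% = agonist plus DMSO wells and 100% = wells without agonist; some results beyond the cut were filed as inactive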
# Target sequence (P32249 whole entry, looked up, the tested form may be a part): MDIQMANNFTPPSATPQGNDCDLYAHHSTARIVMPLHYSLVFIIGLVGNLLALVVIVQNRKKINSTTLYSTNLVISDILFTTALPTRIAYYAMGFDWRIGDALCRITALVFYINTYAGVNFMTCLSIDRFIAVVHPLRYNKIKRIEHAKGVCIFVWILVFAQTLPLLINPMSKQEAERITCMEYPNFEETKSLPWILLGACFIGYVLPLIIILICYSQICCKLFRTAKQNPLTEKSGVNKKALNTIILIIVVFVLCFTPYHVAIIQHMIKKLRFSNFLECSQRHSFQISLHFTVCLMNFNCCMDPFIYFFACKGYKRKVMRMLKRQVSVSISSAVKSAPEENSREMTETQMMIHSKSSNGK
# Jurkat NFkB inh: inhibitors of the PMA/ionomycin-induced NF-kB reporter in Jurkat cells; inhibition, % at 4 µM; AID 435003; actives 0.53% (n = 330,000); PMA/ionomycin-induced NF-kB luciferase reporter, luminescence
# An asterisk follows results filed as active; · = not tested or not shown; & = joins results of further samples. Cut-off read from the data, not from the text of the source, unless noted: active = inhibition above about 50%; inactive = the rest. Only part of the results is shown, so the mix of outcomes need not match the whole.
SMILES,CCR6 antag,Gli-Sufu block,UBC13 polyUb,Apaf1 inhib,SENP8 inh,697 NFkB inh,EBI2 block,Jurkat NFkB inh
CC1=CC(C)(C)N(C(=O)CSc2nccn2C)c2cc(C)ccc21,11,1,-5,13,-4,4,-8,4
O=C(N/N=C/c1cccn1-c1ccc([N+](=O)[O-])cc1)C(O)c1ccccc1 (stereo not given),18,5,-12,-15,1,2,-7,-15
CN(Cc1cccnc1)Cc1cn[nH]c1-c1ccc(-c2ccccc2)cc1,13,-26,-6,7,-6,-37,-2,-33
COc1ccc2nc(C)c(C(=O)NN)cc2c1,-5,-9,-1,9,2,9,2,12
S=C(NCCc1ccccc1)Nc1ccc(Cl)cc1Cl,12,65*,18,12,0,-1,5,5
O=C(COc1ccc(Cl)cc1Cl)NN1C(=O)C2C3C=CC(C3)C2C1=O (stereo not given),0,-1,-6,-18,0,-8,-5,1
CN(C)c1ccc(C(=S)N2CCN(c3ccccc3)CC2)cc1,2,-4,-14,13,-16,-58,27,-14
CCOC(=O)C1=C(C)N(C[C@@H]2CC[C@@H](Cc3ccc(-c4ccccc4)cc3)O2)C(=O)NC1c1ccc([N+](=O)[O-])cc1 (stereo not given in full),8,-4,·,24,·,0,12,·
C=CCc1ccccc1OCC(O)CN1CCN(CCO)CC1 (stereo not given),7,33,6,0,0,-1,6,3
CN(CC(=O)NC1CCCCC1)S(=O)(=O)c1ccc2c(c1)c(=O)n(C)c(=O)n2C,5,-1,-9,11,-4,-16,-5,-8
CC1=NN(c2nc(-c3ccc(F)cc3)cs2)C(=O)C1,33,6,-3,22,-9,-5,0,3
Cc1nc2c(-c3ccc(F)cc3)c(C)nn2c(C)c1CCC(=O)N1CCC(Cc2ccccc2)CC1,7,4,9,27,6,8,8,6
COc1ccccc1-n1cc(CN2CCN(CC=C(C)C)C(CCO)C2)cn1 (stereo not given),3,3,8,-22,4,16,2,13
O=C(NCCS(=O)(=O)c1ccc(Br)cc1)c1ccccc1Cl,12,-20,-6,13,-1,-2,4,-1
CCOC(=O)CN1C(=O)N[C@@H](c2cccc(F)c2)C(C(C)=O)=C1C,9,-3,2,11,-6,1,-15,-6
O=C(COC(=O)c1ccc[n+]([O-])c1)Nc1ccccc1OC(F)F,-3,7,2,-6,1,9,-10,9
CCc1ccc(N(C(=O)Cn2nnc(-c3ccccc3)n2)C(C(=O)NC2CCCCC2)c2ccccn2)cc1 (stereo not given),5,8,6,16,-11,3,2,7
Cc1cc(C)c(S(=O)(=O)NC2CC2)c(C)c1,2,20,6,4,4,8,-7,-1
O=C(c1ccco1)N1CCN(Cc2cc(=O)c(OCc3ccccc3F)co2)CC1,3,-6,1,-3,-4,2,-5,9
CC(C)OC(=O)COc1ccc(-c2ccccc2)cc1,9,0,-4,9,-28,-19,-7,-18
O=C(Nc1ccc(C(=O)O)cc1)/C(=C\C=C\c1ccccc1)NC(=O)c1ccccc1Cl,8,-22,-20,11,6,-100,-2,20
CCOc1ccc(C)cc1S(=O)(=O)Nc1cccnc1,23,-14,-5,5,-4,-23,-2,-2
CC1(C)CC(N(Cc2ccco2)C(=O)Cc2ccccc2)CCO1 (stereo not given),6,15,-4,5,-1,9,-10,12
N/C(=N/O)c1ccccc1N1CCC(Cc2ccccc2)CC1,-10,78*,4,13,0,21,5,-3
CC1(C)Cc2cccc(OCC(=O)N3CCN(S(=O)(=O)c4ccccc4F)CC3)c2O1,3,7,-4,22,-8,0,17,0
CCC(CC)=NNc1cccc([N+](=O)[O-])c1,14,-3,-27,3,-6,-38,-4,-32
CCOC(=O)c1[nH]cnc1C(=O)Nc1cccc(Cl)c1,3,3,-6,-3,-2,22,0,-2
Cc1cc(S(=O)(=O)NCC(c2ccccc2)c2ccccc2)ccc1-n1cnnn1,18,3,-1,10,11,16,15,7
CSCCC(NC(=O)c1ccco1)C(=O)N1CC=C(c2ccccc2)CC1 (stereo not given),15,0,-5,2,-6,-6,9,-4
COc1ccc(C2/C(=C(/O)c3ccc4c(c3)CC(C)O4)C(=O)C(=O)N2CCN2CCOCC2)cc1 (stereo not given),-10,-4,-14,9,6,4,-6,6

# Record cards, from the list above:
# COc1ccc(C2/C(=C(/O)c3ccc4c(c3)CC(C)O4)C(=O)C(=O)N2CCN2CCOCC2)cc1 (stereo not given) across the screens: CCR6 antag = -10; Gli-Sufu block = -4; UBC13 polyUb = -14; Apaf1 inhib = 9; SENP8 inh = 6; 697 NFkB inh = 4; EBI2 block = -6; Jurkat NFkB inh = 6
# CCc1ccc(N(C(=O)Cn2nnc(-c3ccccc3)n2)C(C(=O)NC2CCCCC2)c2ccccn2)cc1 (stereo not given) across the screens: CCR6 antag = 5; Gli-Sufu block = 8; UBC13 polyUb = 6; Apaf1 inhib = 16; SENP8 inh = -11; 697 NFkB inh = 3; EBI2 block = 2; Jurkat NFkB inh = 7

# Some of the entries so far, with values under each structure.
# Below each compound: CCR6 antag, Gli-Sufu block, UBC13 polyUb, Apaf1 inhib, SENP8 inh, 697 NFkB inh, EBI2 block, Jurkat NFkB inh
COc1ccccc1-n1cc(CN2CCN(CC=C(C)C)C(CCO)C2)cn1 (stereo not given)
→ 3, 3, 8, -22, 4, 16, 2, 13
COc1ccc2nc(C)c(C(=O)NN)cc2c1
→ -5, -9, -1, 9, 2, 9, 2, 12
O=C(N/N=C/c1cccn1-c1ccc([N+](=O)[O-])cc1)C(O)c1ccccc1 (stereo not given)
→ 18, 5, -12, -15, 1, 2, -7, -15
CC1=CC(C)(C)N(C(=O)CSc2nccn2C)c2cc(C)ccc21
→ 11, 1, -5, 13, -4, 4, -8, 4

# Shown field by field: 4 of the compounds above
SMILES: N/C(=N/O)c1ccccc1N1CCC(Cc2ccccc2)CC1
  CCR6 antag: -10 | Gli-Sufu block: 78* | UBC13 polyUb: 4 | Apaf1 inhib: 13 | SENP8 inh: 0 | 697 NFkB inh: 21 | EBI2 block: 5 | Jurkat NFkB inh: -3

SMILES: CC1(C)Cc2cccc(OCC(=O)N3CCN(S(=O)(=O)c4ccccc4F)CC3)c2O1
  CCR6 antag: 3 | Gli-Sufu block: 7 | UBC13 polyUb: -4 | Apaf1 inhib: 22 | SENP8 inh: -8 | 697 NFkB inh: 0 | EBI2 block: 17 | Jurkat NFkB inh: 0

SMILES: CCC(CC)=NNc1cccc([N+](=O)[O-])c1
  CCR6 antag: 14 | Gli-Sufu block: -3 | UBC13 polyUb: -27 | Apaf1 inhib: 3 | SENP8 inh: -6 | 697 NFkB inh: -38 | EBI2 block: -4 | Jurkat NFkB inh: -32

SMILES: CCOC(=O)c1[nH]cnc1C(=O)Nc1cccc(Cl)c1
  CCR6 antag: 3 | Gli-Sufu block: 3 | UBC13 polyUb: -6 | Apaf1 inhib: -3 | SENP8 inh: -2 | 697 NFkB inh: 22 | EBI2 block: 0 | Jurkat NFkB inh: -2

# Later entries.
SMILES,CCR6 antag,Gli-Sufu block,UBC13 polyUb,Apaf1 inhib,SENP8 inh,697 NFkB inh,EBI2 block,Jurkat NFkB inh
CC(=O)c1cccc(NC(=O)N2CCCC2C(=O)NCc2ccc(C)cc2)c1 (stereo not given),-1,2,8,-9,4,24,-31,-1
Cc1ccc(NC(=O)COC(=O)CCc2c[nH]c(=O)[nH]2)cc1,10,6,-5,-5,-8,3,-12,0
COc1c(Cl)cnn(-c2ccc(C)cc2)c1=O,-3,12,4,-20,2,2,-8,12
COc1ccc(CCN(C)CCC(=O)Nc2cccc(C)c2)cc1OC,-5,-20,-2,-20,3,10,-3,-1
COc1ccc(C(=O)CCC(=O)Nc2ccc(N3CCN(C)CC3)cc2)cc1OC,1,-6,-5,5,-3,8,-3,-4
O=C(c1ccc([N+](=O)[O-])cc1[N+](=O)[O-])N1CCN(C(=O)C2CCCO2)CC1 (stereo not given),-5,4,-7,10,-17,16,-8,-8
CCn1c(N2CCN(S(=O)(=O)c3ccccc3C(F)(F)F)CC2)nc2ccccc21,8,5,15,15,-4,-15,11,1
Oc1ccccc1Oc1ncc(Br)c(Cl)n1,16,-3,2,4,-4,-25,-31,-4
CC(=O)c1ccc(N2CCN(C(=O)CCC(=O)c3cccs3)CC2)cc1,-1,-3,-8,-5,-5,4,1,-5
COc1ccc(-c2nc3cnccn3c2NC2CCCCC2)cc1-c1cccc(Cl)c1,-7,0,29,37,2,0,28&20,5
Cc1c(NC(=O)c2cccnc2C(=O)O)cccc1C(=O)O,2,-4,0,-4,-3,11,-7,-11
CC(C)(C)S(=O)(=O)c1ccc2nc3c(n2c1)CCCC3,0,0,15,-7,-6,-5,-7,17
CC1(C(=O)N2CC3(CC(c4cccc(NC(=O)CC(c5ccccc5)c5ccccc5)c4)=NO3)C[C@@H]2C(N)=O)CC1 (stereo not given in full),9,2,18,6,-2,2,0,-3
O=C(CSc1nnc(CNC(=O)c2ccccc2F)o1)NCC1CCCO1 (stereo not given),3,0,-7,13,-5,-25,-9,-7
CC/C(O)=C1\C(=O)CC(c2ccccc2)CC1=NCCC(=O)O (stereo not given),6,-8,5,-8,-4,13,-7,9
CCOc1ccc2nc(NC(=O)CSc3nc4c(c(=O)n(C)c(=O)n4C)n3C(C)C)sc2c1,-9,10,-3,1,-12,-27,25,-9
Fc1ccc(Nc2nnns2)cc1,13,33,4,-6,-9,12,7,15
COc1cccc(NC(=O)N2CCCC2C(=O)NC2CCCC2)c1 (stereo not given),-5,-8,3,6,1,11,-14,5
Nc1c(N(Cc2ccco2)C(=O)COc2ccccc2Cl)c(=O)[nH]c(=O)n1Cc1ccccc1,8,0,0,-6,2,1,9,12
COc1ccc([C@@H]2[C@@H]3C(=O)N(C(C)(C)C)C(=O)[C@@H]3[C@]3(Cc4ccccc4)C(=O)N(c4ccc(C)cc4)C(=O)N23)cc1,4,-1,1,1,4,2,7,8
O=C(NCCc1ccncc1)Nc1ccccc1Cl,-16,1,-3,-4,-10,13,0,3
Cc1ccc(C)c(NC(=O)NNC(=O)CCc2ccccc2)c1,7,10,3,1,5,-15,3,-12
O=S(=O)(NCc1ccccn1)c1cccc2nsnc12,5,1,2,-9,2,6,4,-1
CCC(=O)NC(Nc1nc(C)cs1)(C(=O)OC)C(F)(F)F (stereo not given),10,-6,10,-11,-5,20,-3,-14
CN(CC(=O)Nc1ccc(F)cc1)C(=O)c1cc([N+](=O)[O-])ccc1N1CCOCC1,21,-9,-7,7,-3,-1,1,-2
COc1ccc(-c2nc(CN3CCN(C(=O)c4ccco4)CC3)c(C)o2)cc1OC,-9,9,-7,3,4,2,-5,-19
Cc1ccccc1C(=O)N/N=C/c1ccsc1C,1,1,-9,-12,-20,-89,-23,-56
Cc1nc(NC(=O)CN2CCN(c3ccccc3F)CC2)sc1C(=O)N(C)C,3,-1,1,0,1,-3,-1,-5
COc1ccccc1-c1cn(S(=O)(=O)c2ccc(C)cc2)nc1N,2,2,9,-7,4,0,4,-11
N#Cc1cc2c(ccc3ccccc32)oc1=O,2,6,12,-3,1,10,-3,2
O=C(/C=C/c1ccc(OCCCF)cc1)NCc1cccc(Cl)c1,6,-2,2,-1,-4,9,34,11
CCCCCSc1nnc2c(n1)OC(c1cccn1C)N(C(C)=O)c1ccccc1-2 (stereo not given),23,20,-11,12,-5,-3,6,12
O=S(=O)(c1ccccc1F)N1CCN(CCc2ccccc2)CC1,-1,·,0,9,2,-42,23,-22
CCOC(=O)/C=c1\s/c(=C\c2sccc2C)c(=O)n1CC(=O)NCc1ccc(C)cc1,·,·,-2,10,7,13,·,6
CC(C)OCCCN(CC(O)c1ccccc1)CC(O)c1ccccc1 (stereo not given),14,-4,3,9,-3,-19,1,-6

# Screens as filed in PubChem BioAssay.
